# Source: PubChem (several laboratories)
# Rac1 GTP hydrolysis = MgcRacGAP GTPase-activating activity inhibitors, confirmation, biochemical, ADP Hunter fluorescence; Rac GTPase-activating protein 1 (Homo sapiens); MgcRacGAP-stimulated Rac1 GTP hydrolysis, ADP Hunter fluorescence; higher % means a stronger effect; GST-tagged Rac1 F28L mutant substrate; inhibition, % at 30 µM, or IC50 in µM where a hit was titrated; 340,000 compounds, 0.6% hits; AID 624330, 2012;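 active = first-screen hits whose inhibition reached a set limit at any dose in the follow-up dose series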;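 also: fluorescence reports GDP produced by GAP-driven GTP hydrolysis; strong numbers were not always called active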
# NOD2 inhibition = NOD2 signaling inhibitors, cell-based, luminescence, uHTS, HEK293 (AID 1566). one-dose inhibition, % at 4 µM; EC50 in µM for titrated hits. 290,000 compounds, 0.63% hits. HEK293 NOD2/NF-kB luciferase reporter, luminescence; higher % means a stronger effect; also: many of its hits are not listed in these tables
# KOR beta-arrestin-1 = KOR antagonists, beta-arrestin recruitment, cell-based, luminescence, uHTS (AID 1778) | 290,000 compounds, 0.091% hits | Kappa-type opioid receptor (Homo sapiens) | inhibition, % at 10 µM; hits with a dose series show IC50 in µM | KOR beta-arrestin recruitment, luminescence, antagonist mode; higher % means a stronger effect; also: strong numbers were not always called active
# HIV fusion peptide = inhibitors of HIV fusion peptide binding, primary screen, biochemical, uHTS, fluorescence dequenching (AID 1986); cell-free peptide binding, fluorescence dequenching, 30 min; higher % means a stronger effect; 290,000 compounds, 0.3% hits; inhibition, % at 20 µM; hits with a dose series show IC50 in µM; in the data active = inhibition mostly above about 52%, no sharp cut-off; inactive = mostly below about 76%; also: some results filed as inactive read as strong as hits
# GPR55 LPI antagonism = GPR55 antagonists blocking LPI-driven arrestin recruitment, primary screen, imaging, U2OS, beta-arrestin-GFP, LPI agonist (AID 2013); U2OS GPR55 beta-arrestin-GFP translocation imaging, LPI antagonism; higher % means a stronger effect; inhibition, % at 10 µM, or IC50 in µM where a hit was titrated; 290,000 compounds, 0.13% hits; G-protein coupled receptor 55 (Homo sapiens);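 active = spots per cell inhibited over 60%, with over 100 cells counted and total cytoplasm intensity under 500,000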;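 also: U2OS cells stably carrying GPR55 and arrestin-GFP stimulated by 5 µM LPI near EC80; imaged beta-arrestin-GFP aggregate spots per cell after agonist stimulation; plate controls were LPI-stimulated DMSO wells for no effect and DMSO wells without LPI for full effect; some results filed as inactive read as strong as hits; confirmed hits need IC50 under 10 µM and bright autofluorescent wells are also inconclusive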
# GPR55 beta-arrestin = GPR55 agonists via beta-arrestin recruitment, primary screen, imaging, U2OS cells, beta-arrestin-GFP redistribution (AID 1961) | 290,000 compounds, 0.048% hits | U2OS GPR55 beta-arrestin-GFP redistribution imaging; higher % means a stronger effect | activation, % at 10 µM, or EC50 in µM where a hit was titrated;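 active = activation above 40% with more than 50 cells counted in the well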;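 also: U2OS osteosarcoma cells stably expressing GPR55 and beta-arrestin-GFP; plate controls were DMSO negative control for no effect and LPI positive control for full effect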
# KOR beta-arrestin-2 = KOR agonists, beta-arrestin recruitment, primary screen, cell-based, luminescence, uHTS (AID 1777). Kappa-type opioid receptor (Homo sapiens). KOR beta-arrestin recruitment, luminescence; higher % means a stronger effect. activation, % at 10 µM, or EC50 in µM where a hit was titrated. 280,000 compounds, 0.02% hits; in the data active = activation above about 50%, passing the limit was not always enough; also: a part of the inactive calls stands beside numbers as strong as those of hits
# Large T inhibition = SV40 large T antigen inhibitors, biochemical (AID 1903). SV40 large T antigen ATPase/helicase inhibition assay; higher % means a stronger effect. inhibition, % at 20 µM, or IC50 in µM where a hit was titrated. 310,000 compounds, 0.39% hits; in the data active = a potency from the dose series; also: strong numbers were not always called active
# NOD1 NF-kB reporter = NOD1 signaling inhibitors, primary screen, cell-based, luminescence, uHTS (AID 1578) | inhibition, % at 4 µM, or EC50 in µM where a hit was titrated | NOD1-driven NF-kB luciferase reporter cells, luminescence; higher % means a stronger effect | 290,000 compounds, 1% hits; in the data active = inhibition mostly above about 36%, no sharp cut-off; inactive = mostly below about 34%;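 also: HEK-293T reporter cells stimulated with the NOD1 agonist gamma-tri-DAP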
# * hit, by the source's call; . = not tested or not shown; [ ] = remark or other dose. Rule as the data show it, unless noted: active = inhibition above about 50%; inactive = the rest. Some of the compounds tested (hit frequency here may not be typical).
SMILES,Rac1 GTP hydrolysis,NOD2 inhibition,KOR beta-arrestin-1,HIV fusion peptide,GPR55 LPI antagonism,GPR55 beta-arrestin,KOR beta-arrestin-2,Large T inhibition,NOD1 NF-kB reporter
CN(C)CCN(Cc1ccco1)S(=O)(=O)c1ccc(-c2ccc(=O)[nH]n2)s1,10%,8%,-48%,0.0%,-8%,0.6%,6.4%,10%,6%
O=c1c2ccccc2nc(-c2cccs2)n1-c1ccc2ccccc2c1,4%,13%,16%,-1.7%,17%,0.0%,-1.9%,10%,-2%
C/C(=N/NC(=O)CNC(=O)/C=C/c1ccccc1)c1ccco1,7%,22%,-6%,-1.9%,-1%,0.4%,5.5%,11%,0%
C=CCn1c(=O)c(C(=O)NCc2ccc3c(c2)OCO3)c(O)c2cc(OC)c(OC)cc21,19%,-8%,-10%,0.5%,-9%,0.3%,-4.9%,11%,-29%
CCN1C(=O)/C(=C2\SC(=S)N(CCCOC)C2=O)c2ccccc21,20%,5%,-1%,-1.6%,23%,-0.1%,-0.2%,11%,38%
O=C(CCCCCNC(=S)Nc1ccc(Cl)cc1)C[N+](=O)[O-],11%,10%,10%,0.6%,0%,-0.7%,6.6%,20%,-23%
COc1ccc(-c2onc(C)c2-c2ccccc2)c(O)c1,9%,22%,-2%,0.5%,-6%,-0.1%,-1.2%,5%,23%
S=c1[nH]nc(-c2ccc(Cl)cc2)n1/N=C/C=C/c1ccco1,.,7%,3%,40%,18%,0.2%,4.0%,69µM*,-1%
CCN(CC)CCNC(=O)Cn1c(=O)c2cccn2c2ccc(F)cc21,4%,8%,-14%,1.5%,11%,-0.3%,0.8%,4%,1%
Cc1cccc2nc(CNC(=O)CC3C(=O)NCCN3Cc3cccc(F)c3)cn12 (configuration not stated),8%,18%,-32%,-1.9%,-14%,0.0%,0.5%,12%,-19%
CCCN(CCC)CCNC(=O)CN1C(=O)COc2ccc(S(=O)(=O)N3CCOCC3)cc21,6%,16%,-16%,0.0%,3%,0.2%,-4.9%,7%,-2%
O=C(N/N=C/c1cccnc1)c1ccccc1NS(=O)(=O)c1cccs1,5%,30%,-15%,2.8%,4%,-0.4%,-0.6%,5%,-5%
N#CCCN1C(=O)C2(OCCO2)c2ccccc21,13%,-11%,18%,-0.3%,2%,0.0%,-3.4%,6%,-6%
COC(=O)c1c(N)c2ccccc2[nH]c1=O,4%,10%,-4%,0.6%,5%,-0.1%,-3.3%,21%,-14%
CCC(C)[C@H](NC(=O)NCc1ccc(F)cc1)C(=O)O (some centres not stated),-10%,2%,-14%,-1.5%,8%,0.2%,-0.2%,4%,-5%

# Taken from above (five entries):
SMILES,Rac1 GTP hydrolysis,NOD2 inhibition,KOR beta-arrestin-1,HIV fusion peptide,GPR55 LPI antagonism,GPR55 beta-arrestin,KOR beta-arrestin-2,Large T inhibition,NOD1 NF-kB reporter
CN(C)CCN(Cc1ccco1)S(=O)(=O)c1ccc(-c2ccc(=O)[nH]n2)s1,10%,8%,-48%,0.0%,-8%,0.6%,6.4%,10%,6%
O=c1c2ccccc2nc(-c2cccs2)n1-c1ccc2ccccc2c1,4%,13%,16%,-1.7%,17%,0.0%,-1.9%,10%,-2%
C/C(=N/NC(=O)CNC(=O)/C=C/c1ccccc1)c1ccco1,7%,22%,-6%,-1.9%,-1%,0.4%,5.5%,11%,0%
C=CCn1c(=O)c(C(=O)NCc2ccc3c(c2)OCO3)c(O)c2cc(OC)c(OC)cc21,19%,-8%,-10%,0.5%,-9%,0.3%,-4.9%,11%,-29%
CCN1C(=O)/C(=C2\SC(=S)N(CCCOC)C2=O)c2ccccc21,20%,5%,-1%,-1.6%,23%,-0.1%,-0.2%,11%,38%

# More results:
SMILES,Rac1 GTP hydrolysis,NOD2 inhibition,KOR beta-arrestin-1,HIV fusion peptide,GPR55 LPI antagonism,GPR55 beta-arrestin,KOR beta-arrestin-2,Large T inhibition,NOD1 NF-kB reporter
CC[C@H](C)[C@H](NC(N)=O)C(=O)Nc1ccc2c(c1)OCO2,4%,6%,15%,0.3%,-5%,0.1%,-4.5%,2%,-25%
Cc1ccc(Nc2ncnc(N)n2)cc1,5%,-12%,5%[20 µM],-0.4%,6%,-0.3%,-2.6%,1%,13%
O=C(CNC(=O)/C(=C\c1ccc(F)cc1)NC(=O)c1ccccc1)OCc1ccccc1,11%,14%,-7%,-0.4%,11%,0.0%,3.8%,20%,-5%
O=C(O)C1CCCCC1C(=O)Nc1cc(Cl)ccc1Cl (configuration not stated),.,-1%,-15%,1.2%,19%,-2.3%,3.2%,3%,1%
CCOC(=O)C(=CNc1ccc(Oc2cccnc2)nc1)C(=O)OCC,6%,26%,0%,2.9%,-1%,0.4%,1.7%,6%,-3%
CCc1ccc(OCC(=O)NNC(=O)c2cnccn2)c(Br)c1,3%,14%,5%,-1.2%,17%,0.2%,-2.0%,14%,-17%
Cc1cc(N2CCN(Cc3cn(C)nc3-c3ccccc3F)CC2)cc(C)n1,0%,-17%,-74%[20 µM],-0.5%,-4%,-0.1%,.,11%,-15%
O=C(CCS(=O)(=O)c1ccccc1)Nc1nccs1,4%,10%,-2%,-1.7%,11%,-0.1%,-3.2%,2%,6%
O=CN1CCN(C(C(=O)NC2CCCCC2)c2cc3c(cc2[N+](=O)[O-])OCO3)CC1 (configuration not stated),3%,-11%,-26%,19%,11%,-0.5%,-1.3%,3%,-54%
O=C(/C=C/c1ccccc1)NC1CCSC1=O (configuration not stated),-3%,-7%,24%,0.6%,-1%,-0.2%,-2.2%,22%,-36%
c1ccc(Cn2cc(CN3CCCCO3)c(-c3ccc4c(c3)OCO4)n2)cc1,-15%,-5%,0%,-0.7%,3%,0.1%,1.6%,5%,-23%
CC1CCCN(C(=O)CN2C(=O)CSc3ccc(S(=O)(=O)N4CCOCC4)cc32)C1 (configuration not stated),8%,8%,-28%,0.4%,4%,-0.1%,-2.2%,8%,-3%
CCN(CC)c1ccc(C(=O)OCC(=O)N(C(C)C)C(C)C)cc1,2%,20%,34%,0.1%,-8%,-0.3%,-3.8%,11%,-33%
N#CCC(=O)Nc1ncn(Cc2ccccc2Cl)n1,6%,0%,-4%,-2.7%,10%,-0.2%,-4.3%,-3%,-14%
COc1ccc(C(=O)NNC(=O)CSc2nnnn2C)cc1,4%,-6%,-15%,-0.2%,4%,0.2%,1.0%,6%,-40%
CCOc1ccc(NC(=O)CCn2nc(C)c(S(=O)(=O)N3CCCCC3)c2C)cc1,7%,0%,-51%,1.1%,-4%,-0.2%,3.5%,9%,-11%
O=[N+]([O-])c1ccccc1CNC(Cc1ccccc1)c1ccccc1 (configuration not stated),6%,-9%,-60%,-0.1%,6%,-0.1%,4.0%,2%,-6%
COC(=O)c1ccc(NC(=O)CSc2nnc(C3CC3)n2C)cc1,-3%,7%,-31%,1.0%,14%,1.0%,2.0%,4%,-12%
COc1ccc(/C=C(\NC(=O)c2ccc(C)cc2)C(=O)NCCCn2ccnc2)cc1,6%,16%,6%,2.1%,0%,-0.2%,-4.1%,1%,-15%
CCCSc1ccc(C(=O)Nc2ccc(Cl)cc2)cn1,-1%,-28%,-36%[20 µM],0.8%,-6%,-0.1%,1.9%,8%,-27%
COc1ccc2nc(C)cc(SCC(=O)N/N=C/c3ccccc3)c2c1,5%,7%,27%,0.6%,8%,0.3%,-0.6%,10%,-16%
O=C(NC1CCCCC1)[C@@H]1CSC2c3ccccc3C(=O)N21 (some centres not stated),2%,-9%,-16%,0.9%,10%,0.6%,-3.7%,6%,-38%
CC(=O)NS(=O)(=O)c1ccc(N=NN2CCCCCC2)cc1,-1%,10%,10%[20 µM],1.3%,-10%,-0.1%,.,6%,-28%
Cn1sc(NC(=O)c2ccccc2Cl)nc1=O,5%,0%,-11%,-2.2%,1%,0.2%,0.1%,-4%,7%
O=C1OCCN1C(=O)[C@H]1[C@H](c2ccc([N+](=O)[O-])cc2)C(c2cccc(Cl)c2)=NN1c1ccccc1,4%,12%,-14%,-0.3%,1%,-0.1%,1.7%,10%,-10%
COc1cccc(-c2nn(-c3ccccc3)cc2CN(C)Cc2c(C)nc3ccccn23)c1,4%,16%,-27%[20 µM],0.2%,16%,-0.1%,.,-3%,-8%
O=C(CSc1nnc(-c2ccc(O)cc2)o1)NNC(=O)c1ccncc1,3%,-25%,-12%,1.3%,-2%,-0.2%,5.5%,8%,47%
CS(=O)(=O)c1ncc(CO)n1Cc1ccccc1,14%,3%,-46%[20 µM],0.0%,-18%,0.2%,4.0%,7%,9%
O=c1[nH]cc(S(=O)(=O)c2ccccc2)[nH]1,2%,7%,10%,0.0%,9%,0.0%,-0.5%,10%,-12%
Nc1cccc(Oc2c(F)c(F)c(Oc3cccc(N)c3)c(F)c2F)c1,.,9%,40%,-1.8%,1%,0.3%,5.5%,-3%,8%

# Retrieved one by one from the entries so far (2):
SMILES,Rac1 GTP hydrolysis,NOD2 inhibition,KOR beta-arrestin-1,HIV fusion peptide,GPR55 LPI antagonism,GPR55 beta-arrestin,KOR beta-arrestin-2,Large T inhibition,NOD1 NF-kB reporter
CN(C)CCN(Cc1ccco1)S(=O)(=O)c1ccc(-c2ccc(=O)[nH]n2)s1,10%,8%,-48%,0.0%,-8%,0.6%,6.4%,10%,6%
CCN(CC)c1ccc(C(=O)OCC(=O)N(C(C)C)C(C)C)cc1,2%,20%,34%,0.1%,-8%,-0.3%,-3.8%,11%,-33%

# Carrying on.
SMILES,Rac1 GTP hydrolysis,NOD2 inhibition,KOR beta-arrestin-1,HIV fusion peptide,GPR55 LPI antagonism,GPR55 beta-arrestin,KOR beta-arrestin-2,Large T inhibition,NOD1 NF-kB reporter
O=C1N(C2CCCC2)C[C@@H]2C[C@@H](c3cccn3-c3nccs3)N3CCC[C@@]123,6%,14%,7%,0.7%,-3%,-0.2%,-1.7%,8%,-14%
COc1ccccc1C(=O)n1nc(-c2ccco2)nc1SC,-1%,2%,1%,2.2%,5%,0.8%,-7.0%,13%,-25%
O=C(O)Cn1c(SCCOc2ccc(Cl)cc2)nc2ccccc21,7%,-15%,-19%,9.1%,4%,-0.2%,5.8%,14%,-1%
CCOc1ccc(S(=O)(=O)NCc2csc(C)n2)cc1,9%,1%,-11%,2.3%,-4%,-0.1%,-2.1%,2%,-37%
COc1ccc(NC(=O)CN(c2ccc([N+](=O)[O-])cc2)S(=O)(=O)c2ccccc2)c(OC)c1,2%,-31%,17%,0.9%,5%,0.5%,0.6%,13%,-13%
O=C(NCc1ccccc1)C1CCN(C(=O)Cc2ccccc2)CC1,-2%,0%,-6%,-0.5%,-8%,0.2%,6.3%,15%,-16%
COc1ccnc(Oc2ccc(F)cc2)c1C(=O)N/C=N/OCc1ccc(Cl)cc1Cl,7%,26%,-38%,-2.2%,12%,-0.1%,1.6%,11%,44%
N#Cc1c(NC(=O)c2cc(-n3cnnc3)ccc2Cl)sc2c1CCCC2,10%,24%,-8%,0.8%,14%,-0.3%,-3.6%,3%,7%
